PABP1 MLLE inh = inhibitors of PABP1 MLLE–PAM2 peptide binding, primary screen, biochemical, fluorescence polarization, FITC-PAM2, GST-MLLE | 360,000 compounds, 0.36% hits | inhibition, % at 20 µM | Polyadenylate-binding protein 1 (Homo sapiens), P11940; in the data active = inhibition above about 35%, passing the limit was not always enough;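 note: plate controls were DMSO wells with GST-MLLE for no effect and wells lacking GST-MLLE protein for full effect; some results filed as inactive read as strong as hits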
FAS TE block = FAS thioesterase domain inhibitors, primary screen, biochemical, fluorescence intensity, uHTS. AID 602261, 2012. Fatty acid synthase (Homo sapiens), P49327. 360,000 compounds, 0.67% hits. inhibition, % at 15 µM. recombinant FAS-TE, OMFH fluorogenic substrate, fluorescence endpoint;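 active = compounds whose normalised, plate-corrected inhibition of enzyme fluorescence in the single-dose primary screen is 50% or more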;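 note: 0% = DMSO with enzyme and 100% = substrate without enzyme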
TbMetRS inhib = T. brucei MetRS inhibitors, primary screen, biochemical, luminescence. 360,000 compounds, 0.4% hits. purified T. brucei MetRS, ATP depletion, Kinase-Glo luminescence. AID 624268, 2012. inhibition, % at 11.9 µM;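 active = inhibition above a per-plate cutoff of the control wells' mean inhibition plus 3 SD, cut at about 5.5% in these data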;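 note: 0% = DMSO wells median and 100% = median of wells with control inhibitor compound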
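technique = Kinase-Glo luminescence, ATP depletion format | system = purified MetRS (methionyl-tRNA synthetase) enzyme from Trypanosoma brucei | timing = 15 min preincubation, 2 h reaction, all 25 °C | evaluation = percent inhibition versus plate control medians | dosing = single dose, 11.9 µM final nominal, 0.9% final DMSO | also added = substrates ATP, L-methionine and bulk Escherichia coli tRNA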
E coli Lon inh = inhibitors of E. coli Lon protease, primary screen, biochemical, fluorescence polarization; inhibition, % at 7.94 µM; 360,000 compounds, 0.42% hits; purified E. coli Lon protease; in the data active = inhibition above about 13%, passing the limit was not always enough;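 note: 0% = enzyme with probe and DMSO and 100% = no enzyme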
Target sequence (P0A9M0 whole entry, looked up): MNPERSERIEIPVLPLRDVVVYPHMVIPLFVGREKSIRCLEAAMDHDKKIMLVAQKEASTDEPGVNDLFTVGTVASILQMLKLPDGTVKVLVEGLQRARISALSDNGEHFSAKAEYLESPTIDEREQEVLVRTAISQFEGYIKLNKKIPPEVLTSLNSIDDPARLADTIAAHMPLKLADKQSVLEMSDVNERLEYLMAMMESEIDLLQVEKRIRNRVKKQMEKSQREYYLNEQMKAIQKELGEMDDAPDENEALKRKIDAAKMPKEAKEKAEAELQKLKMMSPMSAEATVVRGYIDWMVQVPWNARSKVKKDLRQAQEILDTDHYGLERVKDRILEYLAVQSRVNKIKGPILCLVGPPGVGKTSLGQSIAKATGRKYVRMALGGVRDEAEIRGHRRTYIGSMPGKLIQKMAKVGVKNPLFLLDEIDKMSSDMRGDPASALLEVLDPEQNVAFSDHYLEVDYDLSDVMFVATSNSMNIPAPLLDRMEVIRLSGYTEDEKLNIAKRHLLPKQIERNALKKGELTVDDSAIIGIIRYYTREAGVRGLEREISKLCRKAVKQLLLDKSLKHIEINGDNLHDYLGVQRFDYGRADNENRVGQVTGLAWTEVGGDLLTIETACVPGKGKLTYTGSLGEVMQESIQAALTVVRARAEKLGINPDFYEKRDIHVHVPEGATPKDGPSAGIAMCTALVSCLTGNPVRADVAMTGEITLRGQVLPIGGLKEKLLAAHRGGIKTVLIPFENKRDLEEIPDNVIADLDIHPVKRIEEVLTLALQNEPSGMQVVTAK
CSN inh = inhibitors of CSN-mediated cullin deneddylation, primary screen, biochemical, fluorescence polarization, uHTS | COP9 signalosome complex subunit 5 (Homo sapiens), Q92905 | 360,000 compounds, 0.38% hits | AID 651999, 2013 | Purified CSN, SCF-Nedd8-OG deneddylation | inhibition, % at 12.5 µM;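 active = pattern-corrected inhibition above about 35%, with an unprinted fluorescence ratio check between 0.5 and 1.5, limit read from the data, passing the limit was not always enough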;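 note: 0% = enzyme with substrate and 100% = substrate without enzyme; some results filed as inactive read as strong as hits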
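Assay system: purified human Csn5 enzyme expressed in HEK293T cells; Input: 0.24 nM Csn5 enzyme, final concentration; Reagent: 10 nM SCFSkp2-Nedd8OG; Compound dosing: 12.5 µM single point; Times: reaction 90 min, room temperature; Technique: fluorescence polarization readout.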
MsrA inh = bovine MsrA enzyme inhibitors, primary screen, biochemical, absorbance, HTS; purified bovine MsrA, absorbance read-out; inhibition, % at 15.5 µM; 360,000 compounds, 0.75% hits; AID 651718, 2012; in the data active = inhibition above about 4.5%;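 note: 0% = vehicle wells with enzyme and 100% = reference inhibitor wells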
Rin1 Abl inh = inhibitors of Rin1-Abl protein binding, primary screen, biochemical, TR-FRET | inhibition, % at 7.35 µM | 360,000 compounds, 0.4% hits | Tyrosine-protein kinase ABL1 (Homo sapiens) + Ras and Rab interactor 1 (Homo sapiens), …; in the data active = inhibition above about 5%, passing the limit was not always enough
Neddylation inh = inhibitors of cullin neddylation, primary screen, biochemical, TR-FRET, uHTS, NAE and Ubc12; NEDD8-conjugating enzyme Ubc12 (Homo sapiens) + NEDD8-activating enzyme E1 regulatory …; calls only at 25 µM; 360,000 compounds, 0.58% hits; in the data active = inhibition above about 36%
MsrA act = bovine MsrA enzyme activators, primary screen, biochemical, absorbance, HTS; Methionine sulfoxide reductase A (Bos taurus); purified bovine MsrA, absorbance read-out; activation, % at 10.6 µM; 360,000 compounds, 0.3% hits; AID 602163, 2012; in the data active = activation above about 7.5%;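 note: 0% = vehicle and 100% = reference activator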
An asterisk follows results filed as active; i = inactive; . = no result given; + = active, no number.

Compound,PABP1 MLLE inh,FAS TE block,TbMetRS inhib,E coli Lon inh,CSN inh,MsrA inh,Rin1 Abl inh,Neddylation inh,MsrA act
CCn1c(CNC(=O)c2ccc(F)cc2)cc2ccccc21,8.4,3.6,-0.6,-5.5,-6.3,1.4,1.6,i,-1.7
COc1ccc(-c2cc(C(F)(F)F)c3c(n2)sc2c(O)cc(=O)[nH]c23)c(OC)c1,-27.0,-13.4,-0.5,-296.4,123.2,1.7,-2.5,i,-2.7
O=C(NCCNc1ccc([N+](=O)[O-])cc1)c1ccccc1F,6.8,-1.8,-0.1,-21.5,-0.8,0.2,-4.8,i,-2.4
CC1SC(c2ccc(Cl)cc2Cl)NC1=O (stereo not drawn),10.9,0.5,1.2,-7.5,-1.8,-1.3,-0.8,i,-0.9
Clc1ccc(-c2csc(N3CCOCC3)n2)cc1,-3.8,10.8,0.1,7.4,-7.3,0.6,3.6,i,-2.5
COc1ccc(NS(=O)(=O)c2cccc(C(=O)N3CCCC(C)C3)c2)cc1 (stereo not drawn),0.6,-2.0,0.0,-11.9,-0.5,0.7,-1.1,i,-2.1
CC(=O)c1cc(C#N)c(SCC(=O)O)nc1C,6.9,-3.5,-0.2,11.2,-2.3,-0.1,-0.3,i,1.1
COc1ccc(N(CC(=O)Nc2ccc3c(c2)OCO3)S(=O)(=O)c2ccccc2)cc1OC,7.9,5.9,0.0,2.5,5.0,-0.2,0.2,i,-2.8
C=CCn1nnnc1SCC(=O)Nc1ccccc1C(=O)OC,-0.2,-3.7,-0.4,5.0,1.6,0.9,-5.0,i,-3.7
CC1=NNC(=O)C1CC(=O)N/N=C(/C)c1cccc([N+](=O)[O-])c1 (stereo not drawn),-3.5,-3.8,-0.5,14.1,-7.1,-0.7,2.5,i,-7.3
O=c1c2cc3c(=O)n(-c4ccccc4O)c(=O)c3cc2c(=O)n1-c1ccccc1O,6.8,-3.0,0.6,-1.1,-0.2,-0.2,1.4,i,1.0
O=C(CSc1nnc2ccc(-c3ccccn3)nn12)Nc1ccc(F)cc1F,15.2,-3.6,-0.2,0.8,3.7,-0.5,-2.8,i,-2.2
Cc1c(C(=O)N(Cc2ccccc2Cl)C2CCS(=O)(=O)C2)oc2ccccc12 (stereo not drawn),0.2,25.9,-0.2,1.2,-1.9,-0.5,-1.5,i,-1.2
NS(=O)(=O)c1ccc(CCNC(=O)CNC(=O)c2ccc(Br)o2)cc1,3.5,-5.8,0.1,2.1,-0.1,.,-0.2,i,-2.8
COc1cc(Cl)ccc1OCc1cc(C(=O)N(C)CCc2cnn(C)c2)no1,5.6,-5.1,0.0,-1.2,-0.6,-0.8,1.3,i,0.7
Cc1cc(C)cc(NC(=O)N2CCC(NC(=O)c3ccco3)CC2)c1,10.2,-5.3,-1.2,-3.5,1.8,0.7,2.0,i,-8.4

Entries of single compounds from above. Values in the order: PABP1 MLLE inh	FAS TE block	TbMetRS inhib	E coli Lon inh	CSN inh	MsrA inh	Rin1 Abl inh	Neddylation inh	MsrA act
Results for Cc1c(C(=O)N(Cc2ccccc2Cl)C2CCS(=O)(=O)C2)oc2ccccc12 (stereo not drawn) → 0.2	25.9	-0.2	1.2	-1.9	-0.5	-1.5	i	-1.2
Results for CC1=NNC(=O)C1CC(=O)N/N=C(/C)c1cccc([N+](=O)[O-])c1 (stereo not drawn) → -3.5	-3.8	-0.5	14.1	-7.1	-0.7	2.5	i	-7.3

Next section:
Compound,PABP1 MLLE inh,FAS TE block,TbMetRS inhib,E coli Lon inh,CSN inh,MsrA inh,Rin1 Abl inh,Neddylation inh,MsrA act
COc1ccc(Nc2nc(C)c3ccccc3n2)cc1,-3.6,3.3,-0.5,5.1,-0.7,-0.1,0.7,i,-1.3
CSc1nc(C)c(C(=O)C[n+]2ccccc2)cc1C#N,6.1,-6.5,-0.6,6.9,3.8,-0.2,-4.3,i,-8.6
Cc1cc2c(N=NC(=O)CCc3ccccc3)c(O)[nH]c2cc1Br,-2.7,6.7,-0.6,-3.1,-1.2,-0.6,3.9,i,-8.0
O=C(Cc1ccc([N+](=O)[O-])cc1)N/N=C/c1cccnc1,-10.4,2.1,-0.5,6.4,1.8,1.4,-0.6,i,-4.5
COC(=O)[C@@H]1C[C@@]2(O)[C@H](O)[C@H](O)[C@H](O)C[C@H]2N1Cc1cccc2ccccc12,6.7,-9.7,-0.1,-4.5,-4.8,-0.6,-1.7,i,-0.7
CCC(=NNS(=O)(=O)c1ccc(C)cc1)c1ccc(OC)c(C)c1,-4.5,6.7,-0.2,15.9,-1.1,0.9,1.8,i,-1.2
COCCOC(=O)C1=C(C)Nc2ncnn2C1c1ccccc1 (stereo not drawn),5.6,-9.0,-1.2,3.5,2.0,1.7,2.2,i,-5.8
CC1CN(C(=O)CSc2nnc(NC(=O)NC(C)(C)C)s2)CC(C)O1 (stereo not drawn),9.1,-4.6,-0.2,-7.3,5.4,-1.0,-1.7,i,0.7
COc1cc(/C=N/N=C(\N)c2nonc2N)ccc1O,15.7,-1.4,-0.6,-7.4,-3.0,5.5*,3.1,i,-5.7
OCCCN1CCN(CCOc2ccccc2-c2ccccc2)CC1,7.0,-9.2,0.5,-9.2,-0.6,1.8,-1.2,i,-0.4
CCc1nn2cc(C(=O)c3cc(Cl)ccc3O)cnc2c1-c1ccc(F)cc1,15.0,27.3,0.3,6.0,-4.6,0.3,3.3,i,-4.1
O=C(CN1CCCc2ccccc21)N/N=C/c1ccc(O)cc1O,-54.6,1.6,0.1,-0.3,-14.9,2.4,-3.5,i,-1.4
Nc1nonc1C(=O)NCCNc1ccc([N+](=O)[O-])cc1,-5.4,-2.4,1.9,11.7,4.0,0.7,-2.5,i,-6.9
C=CCNC(=O)C1CC(=O)N(c2ccc(OCC(=O)N3CCCC3)cc2)C1 (stereo not drawn),-5.6,-4.6,-1.0,0.0,-0.4,0.0,0.5,i,0.4
O=C1NC2(CCCCC2)C(=O)N1CC(=O)N(Cc1ccccc1)c1ccccc1,-23.5,-1.0,-0.6,-3.6,-2.0,-1.4,-2.2,i,-5.2
O=[N+]([O-])c1cccc(C2CC(c3ccccc3)=NN2c2ccccc2)c1 (stereo not drawn),-16.2,24.0,-0.2,-3.6,-1.6,1.5,0.1,i,-5.9

With a hit mark in MsrA inh (from the list above):
SMILES,PABP1 MLLE inh,TbMetRS inhib,E coli Lon inh,CSN inh,MsrA inh,Rin1 Abl inh,Neddylation inh,MsrA act
COc1cc(/C=N/N=C(\N)c2nonc2N)ccc1O,15.7,-0.6,-7.4,-3.0,5.5*,3.1,i,-5.7

The results go on.
Compound,PABP1 MLLE inh,FAS TE block,TbMetRS inhib,E coli Lon inh,CSN inh,MsrA inh,Rin1 Abl inh,Neddylation inh,MsrA act
CCOC(=O)[C@H]1[C@H]2COc3cc(OC)ccc3[C@@H]2N2C(=O)CN(CC3CCCO3)C(=O)[C@@]12C (stereo partly drawn),1.2,-6.4,-0.2,6.3,-1.8,-0.7,1.3,i,-3.1
Fc1ccc(N/N=C/c2ccncc2)c(F)c1,-8.5,-1.2,-0.8,-3.2,-6.5,2.5,2.5,i,-7.0
CCOc1cc(C2C3=C(CCCC3=O)N(C)C3=C2C(=O)CCC3)cc(Cl)c1O,21.7,1.7,0.1,5.2,20.8,1.3,4.2,i,0.3
Cc1cc(C(=O)NNC(=O)Nc2ccc(Cl)cc2)no1,10.1,-4.7,-0.1,6.7,3.3,0.3,-2.5,i,-4.8
CC(=O)c1ccc(C(=O)NC2CCCN(Cc3ccccc3F)C2)s1 (stereo not drawn),-3.6,-1.3,-0.2,-2.4,-5.0,-0.1,-3.6,i,-1.5
COc1ccccc1NC(=O)Cc1nnc(SCC(=O)Nc2ccccc2F)n1C,2.0,-4.9,-0.1,8.4,-6.0,0.6,3.2,i,-5.6
CC(=O)NCCn1c(SCc2cc(=O)n3cc(Cl)ccc3n2)nc2ccccc2c1=O,6.9,2.0,0.0,-5.8,2.3,0.6,-4.8,i,-0.5
CC1Cc2ccccc2N1C(=O)CN1C(=O)CN(C)C(=O)c2ccccc21 (stereo not drawn),3.1,-9.2,-0.6,-10.0,-3.4,0.8,-1.4,i,-3.6
CCc1nn(C(C)C(=O)NCc2ccc(Cl)cc2)c(=O)c2cc3occc3n12 (stereo not drawn),-1.4,14.0,0.0,-13.8,0.1,-0.3,-5.6,i,-1.1
COC(=O)c1ccc(NC(=O)CN2C(=O)CNC2=O)cc1,-10.8,-14.9,-0.6,0.1,9.5,0.4,-0.1,i,-2.1
COc1ccc(Oc2cccc(Cl)c2CNC(=O)c2ccccc2C(=O)O)cc1,11.2,-3.7,0.6,-5.8,-0.6,0.0,-0.8,i,-0.6
CCOC(=O)c1cc(-c2ccccc2)nc2nc(N(CC)CC)sc12,-0.3,29.2,-1.0,1.8,4.4,0.9,0.2,.,-4.6
O=C1CCCC2=C1C(c1ccccc1)CC(=O)N2c1ccc(F)cc1F (stereo not drawn),14.5,-1.1,-0.6,9.5,0.2,-0.8,0.3,i,-3.0
COc1cc(C(=O)Nc2ccc(NC(C)=O)cc2)ccc1OCc1ccccc1,-36.8,-5.2,-0.8,-5.4,-8.4,-0.3,2.6,i,-12.6
C(=C\c1ccccc1)/CN1CCN(C(c2ccccc2)c2nnnn2-c2ccc3c(c2)OCCO3)CC1 (stereo not drawn),3.2,23.7,0.2,-3.1,-4.2,0.3,0.7,i,-2.2
Cn1cnnc1SCC(=O)Nc1nc(-c2ccccc2)cs1,-10.0,0.3,-0.4,-1.0,-10.8,-1.4,-1.4,i,-3.8
Cc1ccc(Cl)cc1N1CCN(C(=O)C2CCN(c3nnc(-n4cccc4)s3)CC2)CC1,0.4,15.4,-0.2,4.5,-6.0,0.1,-1.6,i,-7.2
N=c1c(S(=O)(=O)c2ccccc2)cc2c(=O)n3ccccc3nc2n1CCCN1CCOCC1,9.7,4.4,-0.8,3.7,0.6,0.8,-5.9,+,1.9
O=C(Nc1ccccc1N1CCCC1)c1ccc2c(c1)OCO2,3.1,-0.7,0.5,-6.3,3.5,-0.6,0.8,i,-4.0
O=c1[nH]c2cc([N+](=O)[O-])ccc2c2ccc([N+](=O)[O-])cc12,-2.9,10.7,-0.5,-10.5,0.0,0.4,2.9,i,-0.1
CCC(C)Sc1nc2c(c(=O)[nH]c(=O)n2C)n1CCc1ccccc1 (stereo not drawn),5.0,3.4,-0.3,-7.2,0.2,1.7,-1.3,i,-2.3
CCN(CC)CCNC(=O)C1(O)c2cc(Br)ccc2NC(=O)N1c1c(F)cccc1F (stereo not drawn),-5.4,-5.0,0.2,-5.4,-6.0,0.8,-2.7,i,-4.0
CCC(=O)N1N=C(c2ccccc2)CC1c1ccc([N+](=O)[O-])cc1 (stereo not drawn),-5.8,19.5,0.3,9.8,-2.3,-0.3,-3.0,i,-1.4

Compound activity deposited in PubChem BioAssay by several laboratories.
